Bioassay records from PubChem BioAssay.
D2 PAM: D2 dopamine receptor (human) potentiation | potentiation, % at 10 µM | AID 485347 | HEK293 T-REx D2, calcium flux, EC20 dopamine potentiation | hit rate 0.34% among 340,000 | P14416;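 active means potentiation over 3 SD above the plate norm, cut at about 30% in these data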; further: 0% is about no effect
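Using a no-wash calcium dye in inducible, force-coupled HEK293 Trex cells expressing D2, we tracked fluorescence each second for 180 s after compound, then for 180 s after EC20 dopamine to detect augmented signalling.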
RXFP1 ag: agonists of human relaxin receptor RXFP1; Q9HBX9; HEK293T-RXFP1 cAMP TR-FRET, 30 min; response scale: percent of porcine relaxin response, buffer zero; Potency, µM (doses to about 57.5 µM), for the others: top-dose activation, usual class: activators; hit rate 0.3% among 370,000; AID 2676; further: potency means the concentration at half of the fitted maximal effect; on the % scale 0 is the no-effect control and ±100 the full control effect; nearly all actives have a fitted effect of over 60% in size; many of its hits are not listed in these tables
Target sequence (Q9HBX9 whole entry, looked up): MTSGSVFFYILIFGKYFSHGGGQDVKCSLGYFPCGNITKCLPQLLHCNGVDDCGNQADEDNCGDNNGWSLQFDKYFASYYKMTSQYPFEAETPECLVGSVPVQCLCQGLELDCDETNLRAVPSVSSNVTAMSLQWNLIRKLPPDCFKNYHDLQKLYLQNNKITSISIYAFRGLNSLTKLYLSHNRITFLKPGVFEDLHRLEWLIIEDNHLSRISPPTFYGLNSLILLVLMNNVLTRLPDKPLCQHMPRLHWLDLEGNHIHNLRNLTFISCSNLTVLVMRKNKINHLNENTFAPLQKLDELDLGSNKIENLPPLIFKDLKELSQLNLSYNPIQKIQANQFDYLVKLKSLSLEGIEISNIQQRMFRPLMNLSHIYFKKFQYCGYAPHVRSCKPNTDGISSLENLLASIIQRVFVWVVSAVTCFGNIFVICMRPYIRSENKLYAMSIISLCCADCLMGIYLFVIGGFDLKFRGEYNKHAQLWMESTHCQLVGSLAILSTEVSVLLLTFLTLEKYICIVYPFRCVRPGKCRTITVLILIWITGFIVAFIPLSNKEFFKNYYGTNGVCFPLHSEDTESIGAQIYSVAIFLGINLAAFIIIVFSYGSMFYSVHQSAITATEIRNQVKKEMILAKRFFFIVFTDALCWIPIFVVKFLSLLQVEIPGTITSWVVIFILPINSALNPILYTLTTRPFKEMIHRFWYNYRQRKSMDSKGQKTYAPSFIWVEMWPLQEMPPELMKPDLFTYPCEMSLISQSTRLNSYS
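cAMP rise read by TR-FRET after 30 min, 37C compound exposure (up to 58 uM) in RXFP1-transfected HEK293 cells with Ro 20174 present. EC50 from Hill-equation fits, with 29 nM porcine relaxin as 100% and buffer as basal.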
TRHR enhancer: TRH receptor (human) allosteric enhancement; AID 493056; enhancement, % at 2 µM; hit rate 0.66% among 360,000; TRHR cells, fluo-8 calcium fluorescence, EC20 TRH enhancement; in the data active means enhancement above about 30%; further: 0% is about no effect
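TRHR-expressing cells loaded with fluo-8 calcium dye were read kinetically (ex 480/em 530) during compound addition, then stimulated with an EC20 of TRH (10 nM final). Enhancement of the Gq-mediated intracellular calcium response was scored.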
D1 PAM: enhances dopamine response at the human D1 receptor; P21728; HEK293 TREx D1 cells, calcium flux, dopamine EC20 potentiation; AID 504651; hit rate 0.036% among 360,000; potentiation, % at 10 µM; in the data active means potentiation above about 30%; further: 0% is about no effect
RXFP1 antagonist: blocks the human relaxin receptor RXFP1 | HEK293-RXFP1, relaxin-stimulated cAMP HTRF, 30 min; stronger effect = lower value | hit rate 0.59% among 350,000 | activity change, negative = inhibition, % at 57.5 µM | AID 1259400 | Q9HBX9;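 active means activity change of -60% or lower, but not beyond a set lower limit; inconclusive means change between -60% and -40%, or beyond the set limit; inactive means change above -40%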; further: on the % scale 0 is the no-effect control and ±100 the full control effect
D1 antagonist: antagonists of human D1 dopamine receptor; activity change, negative = inhibition, % at 10 µM; P21728; hit rate 3.2% among 360,000; HEK293 TREx D1 cells, calcium flux, dopamine EC80; stronger effect = lower value; in the data active means activity change below about -30%; further: on the % scale 0 is the no-effect control and ±100 the full control effect
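Inducible Hek293 Trex D1 cells (tetracycline, overnight, 30 C). Calcium dye 30–90 min RT. Antagonist mode: EC80 dopamine added after 180 s compound read.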
D1 ag: human D1 receptor agonism | P21728 | HEK293 T-REx D1 cells, calcium flux, agonist mode | activation, % at 2 µM | hit rate 1% among 360,000 | AID 504660; in the data active means activation above about 30%; further: 0% is about no effect
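Inducible HEK293 T-REx D1 cells, force-coupled to calcium signalling, were plated at 4000 cells/well with tetracycline and held overnight at 30 C. After no-wash calcium dye loading, compound-evoked calcium rise over 180 s flagged agonists.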
Anesthetic bind: candidate novel general anesthetic via apoferritin binding. Potency, µM (titrated, usually from 77.5 µM), for inactives: top-dose activity change, negative = displacement, hits mostly inhibitors. P02791. apoferritin/1-aminoanthracene competitive binding, fluorescence. hit rate 0.074% among 350,000; further: potency means the concentration at half of the fitted maximal effect; on the % scale 0 is the no-effect control and ±100 the full control effect; nearly all actives have a fitted effect of over 20% in size
Target sequence (P02791 2-175 limits assumed): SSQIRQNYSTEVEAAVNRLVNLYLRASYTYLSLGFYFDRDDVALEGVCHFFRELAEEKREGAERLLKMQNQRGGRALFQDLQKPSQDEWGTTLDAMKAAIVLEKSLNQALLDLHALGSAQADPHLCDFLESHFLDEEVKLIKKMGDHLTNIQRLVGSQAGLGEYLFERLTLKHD
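Horse-spleen apoferritin (10 uM) was mixed with 50% saturated 1-aminoanthracene in PBS, exposed to compounds for 10 min at room temperature, and read for fluorescence (ex 380 nm, em 535 nm). Competitive displacement was fitted with a four-parameter Hill equation.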
TRHR agonist: TRH receptor (human) agonism | hit rate 0.18% among 360,000 | TRHR cells, calcium flux fluo-8, FDSS agonist mode | AID 493084 | activation, % at 2 µM | P34981; in the data active means activation above about 30%; further: 0% is about no effect
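Agonist-mode FDSS calcium read (Ex 480/Em 530, 1 s cycles) in 1536-well TRHR cells with fluo-8 dye, after 10-cycle baseline and 23 nL compound addition; TRH at EC20 (10 nM final) added afterwards for the enhancer phase.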
* hit, by the source's call; ? = inconclusive; . = not tested or not shown; & = joins results of further samples; [ ] = remark or other dose. Unless noted, the call rests on the fitted dose curve; in most records, active means well fitted curve in the direction sought with a large enough effect; inconclusive means small, poorly fitted or top-dose-only effect, or another doubt; inactive means no such curve, though single readings can be large; an effect the other way counts as inactive or inconclusive.

#	Anesthetic bind	RXFP1 ag	TRHR enhancer	D2 PAM	D1 ag	TRHR agonist	D1 PAM	RXFP1 antagonist	D1 antagonist	SMILES
1	-14%	2.3%	-10	5	2	-0.1	-4	-10	-16	Cc1cc(N/N=C/c2ccccc2F)nc(NCc2ccccc2)n1
2	-9%	-0.4%	0	20	0	-0.6	11	0	1	C/C(=C\c1ccccc1)C(=O)n1nnc2ccccc21
3	-12%	0.8%	-3	-6	3	0.4	2	.	5	COc1cccc2cc(-c3ccnc(=S)[nH]3)oc12
4	-7%	1.0%	-7	3	6	-0.2	0	6	6	Cc1ccc(-c2noc(-c3ccccc3NC(=O)C3CC(=O)N(c4cccc(C)c4)C3)n2)cc1 (centres undefined)
5	5%	2.0%	5	6	2	0.4	-1	11	-1	COc1ccc2c(c1)[nH]c1c(=O)n(Cc3ccncc3)cnc12
6	-4%	-0.5%	3	1	1	-0.9	3	.	16	Cc1ccc(Cn2ccc(NC(=O)c3cc4nc5c(c(C(F)(F)F)n4n3)CCc3ccccc3-5)n2)cc1
7	?	0.2%	9	-8	3	-0.4	-5	-10	3	O=C(COC(=O)CCC(=O)c1ccc2c(c1)OCCO2)NCc1ccc2c(c1)OCO2
8	?	4.8%&2.0%	-7&1	5&-4	4&0	0.7&2.3	0	-11&-19	3&-13	C[n+]1c2n(c3ccccc31)N=C(c1ccccc1)CS2
9	-22%	12%	-1	-4	2	0.0	-2	0	10	N#Cc1c2c(nc(N)c1-c1ccccc1)CCCCC2
10	.	1.6%	-2	-5	0	0.6	0	7	-4	CSc1ccccc1NC(=O)c1ccc(N2CCCC2=O)cc1
11	.	0.7%	-8	-4	0	0.3	-5	-5	-17	COc1ccccc1NC(=O)COC(=O)CCC(=O)c1cccs1
12	-21%	2.7%	1	-3	10	1.5	-5	-5	11	CCCCCCC(=O)Oc1cccc(N2C(=O)C3CCCCC3C2=O)c1 (centres undefined)
13	-8%	-0.5%	4	-2	6	2.4	-1	.	-6	O=C(NC(=S)Nc1ccc(NC(=O)c2cccs2)cc1)c1ccc([N+](=O)[O-])cc1
14	.	-0.4%	5	6	-1	0.0	.	4	4	Cc1cccc(OCC(=O)NNC(=O)c2ccccc2OCc2c(C)noc2C)c1
15	-13%	-0.7%	-1	2	3	-0.6	-5	-6	7	Cc1c(NC(=O)Cn2[nH]c(=O)c3ccccc3c2=O)c(=O)n(-c2ccccc2)n1C
16	2%	-0.5%	6	8	1	-1.1	-7	2	-23	Cc1ccc(-n2ncc3c(=O)n(-c4ccc(C)c(C)c4)c(C)nc32)cc1
17	-4%	0.0%	4	2	4	-0.1	-1	.	-4	CSc1nn(Cc2ccc(Cl)cc2)c(N(C(C)=O)C(C)=O)c1S(=O)(=O)c1ccccc1
18	?	1.3%	13	.	32*	2.8	6	-33	32	NCCOc1ccc(C2CCCCC2)cc1
19	.	-0.4%	-5	6	2	0.1	.	2	-23	Cc1cc(C)n(CCCNC(=O)C(C)(C)Oc2ccc(Cl)cc2)n1
20	-18%	0.3%	-1	3	5	0.1	-4	-10	-6	CN=C(Nc1ccc(Cl)cc1)c1cccc(C(F)(F)F)c1
21	-16%	0.8%	1	-1	3	1.0	0	-1	-6	O=C(CSC1=NCCN1)NC1CCCCCC1
22	-1%	0.7%	-1	5	0	0.5	-5	17	0	O=C(O)c1cc([N+](=O)[O-])ccc1NCCO
23	2%	-0.7%	-2	-4	1	2.7	-2	-24	5	COc1ccc(C(=O)NNC(=O)C(=O)/C=C(\O)c2ccc(C)cc2)cc1
24	-9%	1.3%	7	1	1	0.3	0	-36	15	O=C(CCC(=O)Nc1ccc(Cl)cc1Cl)NNC(=O)Nc1ccccc1
25	-5%	-0.3%	-19	2	1	-0.6	4	-7	-1	COc1ccccc1NC(=O)N1C2CCCC1CC(NC(=O)c1ccccc1)C2 (centres undefined)
26	-4%	0.8%	0	-21	7	-0.1	3	-22	0	O=C(CSc1nnnn1-c1ccccc1)Nc1nc(-c2ccccc2)ns1
27	-1%	8.3%	5	-2	11	0.6	1	-1	-39*	Cc1ccc(-c2cc(-c3ccccc3)c(C#N)c(SCC(O)CS(=O)(=O)Cc3ccccc3)n2)cc1 (centres undefined)
28	.	1.1%	0	3	2	-0.2	6	.	-11	CC1(C)OC(=O)C=C[C@]2(C)[C@H]3CC[C@@]4(C)[C@H](c5ccoc5)OC(=O)[C@H]5O[C@]54[C@]3(C)C(=O)C[C@@H]12
29	-7%	1.0%	-2	5	2	0.4	2	-15	19	O=c1c2[nH]c3ccc(F)cc3c2ncn1CCN1CCOCC1
30	56%[activator]	-4.9%	-7	-5	1	-2.0	-5	.	-8	COc1ccccc1C(=O)NCCn1cc(SCC(=O)Nc2ccccc2F)c2ccccc21
31	7%	0.1%	0	8	-2	-0.2	-5	-15	-21	Cc1ccc(OCC(=O)N2CCN(C3=NS(=O)(=O)c4ccccc43)CC2)cc1
32	-3%	1.9%	10	15	3	-0.8	10	4	7	O=C(Nc1ccccc1F)N(Cc1ccc(F)cc1)Cc1nc2ccccc2c(=O)[nH]1
33	-9%	0.1%	-2	-10	17	0.3	-4	-13	-30	CN1CCN(CCCC(=O)c2ccc(C3CCCC3)cc2)CC1
34	8%	-0.9%	8	-9	56*	27	1	-18	-5	O=C(O)c1ccc(N/N=C/C=C/c2ccc([N+](=O)[O-])o2)cc1
35	?	-0.4%	-2	-4	3	-0.7	4	-12	-9	CC(C)(C)N=C1SCC(C)(/C=N/O)S1 (centres undefined)
36	-14%	0.0%	-3	2	6	0.3	-2	-29	-8	Cc1ccc(Sc2nc(C)c([N+](=O)[O-])c(C)c2C#N)cc1
37	1%	1.1%	-3	0	4	0.7	2	-7	6	COC(C(=O)Nc1ccc(C(C)=O)cc1)c1ccccc1 (centres undefined)
38	49%[activator]	-0.3%	22	12	6	-0.3	-1	.	-8	CCn1c(=O)cc(OCC(=O)N2CCN(c3ccc(OC)cc3)CC2)c2ccccc21
39	-11%	0.1%	-3	.	3	0.9	-7	-6	-1	Fc1ccc(NC(=S)NC2CC3CCC(C2)N3Cc2ccco2)cc1 (centres undefined)
40	-3%	0.2%	15	2	3	0.0	-1	12	7	CCc1nnc(NC(=O)CN2CCC(O)(c3ccccc3OC)CC2)s1
41	-22%	1.3%	4	11	7	-0.5	5	-3	-3	Cc1ccc2[nH]cc(CCNC(=O)CN3C(=O)c4ccccc4C3=O)c2c1
42	-10%&-1%	6.3%&1.5%	0&-1	-3&-1	3&1	-0.6&-0.8	-6&-3	-3&-6	7&-10	COc1ccc(CNC(=O)CCCn2nc(C)c3c(C)n(-c4ccc(C)cc4)nc3c2=O)cc1OC
43	-4%	-0.5%	1	-17	0	0.4	-7	-1	4	CC(C)=CCN1CCC(n2nccc2NC(=O)c2ccccc2Cl)CC1
44	-14%	-0.9%	1	-1	0	0.3	3	35	-14	CC1(C)CC2CC(C)(CN2C(=O)COC(=O)c2ccc(Cl)cc2N)C1 (centres undefined)
45	-15%	-0.7%	-2	5	4	-0.4	0	.	-3	COc1ccc(C2Nc3ccc4ccccc4c3-c3c2c(=O)oc2ccccc32)cc1 (centres undefined)
46	-7%	0.4%	2	4	1	0.6	-4	13	13	CCC(C)(C)n1nnnc1CN1CCSCC1
47	-6%	-0.3%	3	12	1	-0.1	-3	3	-11	O=C(O)C1C2C=CC(C2)C1C(=O)NC(c1ccccc1)c1ccccc1 (centres undefined)
48	.	-1.0%	-9	10	1	-0.6	1	2	18	COc1ccccc1-n1nnnc1SCC(=O)NCC1(N2CCOCC2)CCCCC1
49	-13%	7.8%	-7	-4	3	0.1	-3	.	4	CCN(CC(=O)NC(C)C)Cc1nc2sc3c(c2c(=O)[nH]1)CCC3
50	?	1.3%	1	-1	5	-1.2	-4	1	-53*	Cc1[nH]c2ccccc2c1C(=O)C(=O)N(C)C1CCCCC1
51	-9%	-1.0%	-1	5	3	0.5	12	-1	3	Cc1ccc(CN2CCN(/N=C/c3cc(Br)cc(Br)c3O)CC2)cc1
52	-10%&-11%	-3.2%&1.7%	2&4	11	10&6	-0.1&-0.7	-5&-2	9	-5&-23	CC(=O)N1c2ccc(S(=O)(=O)NCc3ccccc3Cl)cc2CC1C (centres undefined)
53	?	0.7%	6	-2	7	0.2	-5	1	16	COc1ccc(NS(=O)(=O)c2cccc(C(=O)NNC(=O)CNC(=O)c3cccc(C)c3)c2)cc1
54	?	-1.0%	-2	-4	1	-0.1	-4	-19	-13	Cc1ccc(NC(=O)c2ccc(N3C(=O)C4CC=C(Cl)CC4C3=O)cc2)cc1 (centres undefined)
55	-9%	4.4%	-4	-2	2	0.9	.	6	2	O=C(CNC(=O)c1cccs1)NCC(=O)OCC(=O)c1ccccc1
56	.	0.5%	0	-5	0	0.0	1	2	-1	Cc1csc(NC(=O)c2c(-c3c(F)cccc3Cl)noc2C)n1

Entries listed so far that have a Cl atom:
#	Anesthetic bind	RXFP1 ag	TRHR enhancer	D2 PAM	D1 ag	TRHR agonist	D1 PAM	RXFP1 antagonist	D1 antagonist	SMILES
17	-4%	0.0%	4	2	4	-0.1	-1	.	-4	CSc1nn(Cc2ccc(Cl)cc2)c(N(C(C)=O)C(C)=O)c1S(=O)(=O)c1ccccc1
19	.	-0.4%	-5	6	2	0.1	.	2	-23	Cc1cc(C)n(CCCNC(=O)C(C)(C)Oc2ccc(Cl)cc2)n1
20	-18%	0.3%	-1	3	5	0.1	-4	-10	-6	CN=C(Nc1ccc(Cl)cc1)c1cccc(C(F)(F)F)c1
24	-9%	1.3%	7	1	1	0.3	0	-36	15	O=C(CCC(=O)Nc1ccc(Cl)cc1Cl)NNC(=O)Nc1ccccc1
43	-4%	-0.5%	1	-17	0	0.4	-7	-1	4	CC(C)=CCN1CCC(n2nccc2NC(=O)c2ccccc2Cl)CC1
44	-14%	-0.9%	1	-1	0	0.3	3	35	-14	CC1(C)CC2CC(C)(CN2C(=O)COC(=O)c2ccc(Cl)cc2N)C1 (centres undefined)
52	-10%&-11%	-3.2%&1.7%	2&4	11	10&6	-0.1&-0.7	-5&-2	9	-5&-23	CC(=O)N1c2ccc(S(=O)(=O)NCc3ccccc3Cl)cc2CC1C (centres undefined)
54	?	-1.0%	-2	-4	1	-0.1	-4	-19	-13	Cc1ccc(NC(=O)c2ccc(N3C(=O)C4CC=C(Cl)CC4C3=O)cc2)cc1 (centres undefined)
56	.	0.5%	0	-5	0	0.0	1	2	-1	Cc1csc(NC(=O)c2c(-c3c(F)cccc3Cl)noc2C)n1

The list is partial; the hit share may differ from the screen's.
